Pf apPOL block: Pf-apPOL DNA polymerase inhibition; Recombinant Pf-apPOL, molecular beacon fluorescence, 1.5 h; inhibition, % at 10 µM; 210,000 compounds, 0.25% hits; AID 1794808
mHTT CaM bind: disrupts binding of mutant huntingtin to calmodulin. P42858. AlphaScreen His-mHTT/GST-CaM binding, luminescence. inhibition, % at 15 µM. 190,000 compounds, 3.6% hits. AID 1671202;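 also: 0% = both proteins with DMSO and 100% = one protein alone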
Target sequence (P42858 whole entry, looked up, stated change not applied): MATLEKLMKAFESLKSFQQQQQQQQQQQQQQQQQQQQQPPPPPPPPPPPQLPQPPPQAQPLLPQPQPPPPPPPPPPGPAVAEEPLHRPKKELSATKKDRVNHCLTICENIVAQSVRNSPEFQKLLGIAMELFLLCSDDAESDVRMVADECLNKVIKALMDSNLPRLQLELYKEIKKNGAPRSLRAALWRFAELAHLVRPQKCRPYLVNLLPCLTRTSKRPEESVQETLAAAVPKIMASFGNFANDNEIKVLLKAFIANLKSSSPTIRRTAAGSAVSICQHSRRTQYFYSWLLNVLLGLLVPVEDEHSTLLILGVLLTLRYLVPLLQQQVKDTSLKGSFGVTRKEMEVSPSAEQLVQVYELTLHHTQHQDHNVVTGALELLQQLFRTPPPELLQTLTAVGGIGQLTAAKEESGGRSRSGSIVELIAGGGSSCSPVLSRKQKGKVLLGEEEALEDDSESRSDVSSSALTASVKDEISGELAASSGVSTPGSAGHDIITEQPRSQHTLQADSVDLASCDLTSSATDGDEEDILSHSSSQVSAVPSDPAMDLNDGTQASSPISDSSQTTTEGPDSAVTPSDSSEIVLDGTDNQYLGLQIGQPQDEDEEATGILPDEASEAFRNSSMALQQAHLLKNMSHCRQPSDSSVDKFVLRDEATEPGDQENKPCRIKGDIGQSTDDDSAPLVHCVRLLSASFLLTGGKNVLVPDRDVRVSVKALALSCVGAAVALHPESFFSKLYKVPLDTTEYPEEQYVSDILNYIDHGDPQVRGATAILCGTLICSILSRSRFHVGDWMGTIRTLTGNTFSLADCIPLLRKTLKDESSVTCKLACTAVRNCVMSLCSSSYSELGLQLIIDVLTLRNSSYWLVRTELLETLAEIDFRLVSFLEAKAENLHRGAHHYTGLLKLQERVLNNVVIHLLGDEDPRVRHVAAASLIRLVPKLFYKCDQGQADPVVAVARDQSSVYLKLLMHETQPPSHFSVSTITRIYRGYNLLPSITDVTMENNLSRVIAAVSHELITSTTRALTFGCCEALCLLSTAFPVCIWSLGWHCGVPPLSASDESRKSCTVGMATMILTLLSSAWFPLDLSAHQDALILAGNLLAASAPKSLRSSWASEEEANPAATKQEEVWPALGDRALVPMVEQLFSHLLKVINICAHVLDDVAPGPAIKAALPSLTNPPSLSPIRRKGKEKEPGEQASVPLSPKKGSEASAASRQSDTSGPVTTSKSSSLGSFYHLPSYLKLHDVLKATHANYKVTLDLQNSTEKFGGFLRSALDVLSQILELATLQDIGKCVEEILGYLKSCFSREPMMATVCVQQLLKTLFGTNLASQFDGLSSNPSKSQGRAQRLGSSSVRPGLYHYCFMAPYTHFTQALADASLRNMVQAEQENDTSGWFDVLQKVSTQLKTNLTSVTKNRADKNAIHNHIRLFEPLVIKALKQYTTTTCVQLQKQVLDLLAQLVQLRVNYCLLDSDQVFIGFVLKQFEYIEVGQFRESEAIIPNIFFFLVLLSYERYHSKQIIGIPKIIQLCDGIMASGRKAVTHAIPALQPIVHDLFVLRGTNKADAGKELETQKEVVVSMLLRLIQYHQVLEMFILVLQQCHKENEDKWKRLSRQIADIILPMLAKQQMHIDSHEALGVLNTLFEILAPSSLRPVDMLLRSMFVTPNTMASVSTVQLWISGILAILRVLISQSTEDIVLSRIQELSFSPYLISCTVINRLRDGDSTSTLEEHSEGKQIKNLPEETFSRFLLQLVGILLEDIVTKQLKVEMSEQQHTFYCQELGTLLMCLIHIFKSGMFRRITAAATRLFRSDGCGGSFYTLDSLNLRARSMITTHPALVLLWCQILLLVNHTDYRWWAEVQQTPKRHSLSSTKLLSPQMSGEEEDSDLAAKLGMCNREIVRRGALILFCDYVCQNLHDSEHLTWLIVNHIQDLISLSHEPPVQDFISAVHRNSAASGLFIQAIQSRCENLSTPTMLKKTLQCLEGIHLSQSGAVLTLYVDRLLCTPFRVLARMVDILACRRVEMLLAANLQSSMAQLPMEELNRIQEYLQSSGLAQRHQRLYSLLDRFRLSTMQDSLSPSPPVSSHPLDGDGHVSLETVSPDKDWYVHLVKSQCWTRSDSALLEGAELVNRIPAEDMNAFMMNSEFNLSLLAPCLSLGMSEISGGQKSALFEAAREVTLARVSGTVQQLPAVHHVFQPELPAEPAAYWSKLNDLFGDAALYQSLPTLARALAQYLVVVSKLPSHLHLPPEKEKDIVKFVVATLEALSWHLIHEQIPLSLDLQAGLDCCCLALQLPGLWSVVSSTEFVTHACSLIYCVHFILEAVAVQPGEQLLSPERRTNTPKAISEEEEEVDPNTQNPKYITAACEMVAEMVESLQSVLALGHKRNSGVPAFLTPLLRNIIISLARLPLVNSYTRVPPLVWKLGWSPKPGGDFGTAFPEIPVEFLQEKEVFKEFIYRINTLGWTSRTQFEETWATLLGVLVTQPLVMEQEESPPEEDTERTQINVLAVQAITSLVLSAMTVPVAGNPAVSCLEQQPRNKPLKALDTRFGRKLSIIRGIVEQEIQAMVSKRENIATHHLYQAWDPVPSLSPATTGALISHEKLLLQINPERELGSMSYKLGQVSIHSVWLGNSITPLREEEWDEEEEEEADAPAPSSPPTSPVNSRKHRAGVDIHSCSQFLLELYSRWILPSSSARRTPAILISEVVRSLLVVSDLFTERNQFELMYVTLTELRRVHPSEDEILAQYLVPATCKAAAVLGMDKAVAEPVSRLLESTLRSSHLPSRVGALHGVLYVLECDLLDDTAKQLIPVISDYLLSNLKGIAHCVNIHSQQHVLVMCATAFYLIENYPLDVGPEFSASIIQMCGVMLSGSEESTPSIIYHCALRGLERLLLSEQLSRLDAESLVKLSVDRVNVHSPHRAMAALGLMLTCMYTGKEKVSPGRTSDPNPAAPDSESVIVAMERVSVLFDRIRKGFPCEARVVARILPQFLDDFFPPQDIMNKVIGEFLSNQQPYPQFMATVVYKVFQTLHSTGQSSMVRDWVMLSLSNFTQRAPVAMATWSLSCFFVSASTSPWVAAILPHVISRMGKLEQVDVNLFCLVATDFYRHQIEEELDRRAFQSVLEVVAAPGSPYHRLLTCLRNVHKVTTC
* marks the source's active call; other numbers are inactive results; i = inactive; · = not tested or not shown; & = joins results of further samples; ! = not confirmed by another sample. Rule as the data show it: active = inhibition above about 50%; inactive = the rest. These rows are one share of the data; rates above refer to the full screens.

SMILES	Pf apPOL block	mHTT CaM bind
CCSc1sc(CC)cc1C1C(C(=O)Nc2ccc(C)cn2)=C(C)NC2=C1C(=O)CCC2 (centres undefined)	-1.6	42.0
CCOc1ccc(CC(=O)N2CC3CC(NC(=O)c4ccccc4)C2C3)cc1 (centres undefined)	-1.5	1.6
C(=N\Nc1nn[nH]n1)/c1ccc2c(c1)OCO2	·	i
COc1ccc(NC(=O)CN2CCC3(CC2)N=C(c2cccc(Cl)c2)C(=O)N3)cc1	1.0	30.7
CC(=O)Nc1cccc(N=Cc2cc([N+](=O)[O-])cc(C)c2O)c1	1.5	9.0
CN(C)c1ccc(CN2CCCCCC2)cc1	-9.9	7.1
COc1cccc(-c2nc3cc(N=Cc4ccc([N+](=O)[O-])cc4)ccc3o2)c1	2.6	2.0
O=C(c1ccc2c(c1)C1C=CCC1C(c1ccc([N+](=O)[O-])cc1)N2)N1CCOCC1 (centres undefined)	-12.0	70.0*
C=CCSc1nnc(-c2cc(C(C)(C)C)nn2Cc2ccc(F)cc2)n1C	-10.6	·
Cc1noc(C)c1C1CCCN1C(=O)c1cc(-c2ccccc2Cl)on1 (centres undefined)	-1.3	1.6
NNC(=O)C1CCN(S(=O)(=O)c2ccc(Cl)cc2)CC1	-10.7	-2.0
COc1cc(C2C=C(c3cccc(Br)c3)Nc3ncnn32)cc(OC)c1OC (centres undefined)	-8.7	100.0*
COc1ccc(O)c(C=Nc2cccc(Cl)c2)c1	-1.1	0.0
O=[N+]([O-])c1cc(C(F)(F)F)ccc1Oc1cccnc1	-2.9	-1.0
N#CCc1ccc(NC(=O)c2cc(Cl)cc(I)c2O)cc1	0.1&-8.0	-1.0&0.3
Cc1nc(-c2ccncc2)nc2c1CC(=O)N2CC1CCCCC1	-9.0	-1.6
O=C(NCCc1ccncc1)c1cn2ccccc2n1	-9.0	3.9
Cc1c(C)c(C)c(CSCc2n[nH]c(=S)n2-c2ccc(F)cc2)c(C)c1C	-31.1	·
O=C(CSCc1ccccc1)NCc1n[nH]c(=O)c2ccccc12	-6.1	-17.2
Cc1cccc(S(=O)(=O)N2CCCC(C)(C(=O)NCc3ccccc3C)C2)c1 (centres undefined)	-5.1	5.0

Entries listed so far with sulfur, in the order listed:
SMILES	Pf apPOL block	mHTT CaM bind
CCSc1sc(CC)cc1C1C(C(=O)Nc2ccc(C)cn2)=C(C)NC2=C1C(=O)CCC2 (centres undefined)	-1.6	42.0
C=CCSc1nnc(-c2cc(C(C)(C)C)nn2Cc2ccc(F)cc2)n1C	-10.6	·
NNC(=O)C1CCN(S(=O)(=O)c2ccc(Cl)cc2)CC1	-10.7	-2.0
Cc1c(C)c(C)c(CSCc2n[nH]c(=S)n2-c2ccc(F)cc2)c(C)c1C	-31.1	·
O=C(CSCc1ccccc1)NCc1n[nH]c(=O)c2ccccc12	-6.1	-17.2
Cc1cccc(S(=O)(=O)N2CCCC(C)(C(=O)NCc3ccccc3C)C2)c1 (centres undefined)	-5.1	5.0

(list continues)
SMILES	Pf apPOL block	mHTT CaM bind
CCCCNC(=O)c1ccc(-n2nc(C)c3c2CC(C)(C)CC3=O)cc1	4.0	10.2
O=C(NC1CC2CC1CN2C(=O)Nc1ccc(Cl)cc1F)c1cccs1 (centres undefined)	-2.4	1.8
Cc1ccccc1OCC(=O)Nc1ncc(Cc2cccc(Cl)c2)s1	0.9	-10.0
Cc1ccc(Cl)cc1NC(=O)Cn1[nH]c2c(cnc3ccc(F)cc32)c1=O	-2.1	21.1
O=C(NCCCNc1ccc([N+](=O)[O-])cc1)c1ccc(F)cc1	3.0	7.7
Cc1ccc(NC(=O)N2CCC(n3cnc4c(Cl)cccc4c3=O)CC2)c(C)c1	2.4	-3.4
COCCN1C(=O)Cc2ccccc2C1C(=O)N1CCCC(C)C1 (centres undefined)	0.5	-13.1
COc1cc(C(=O)N2CCCc3ccccc32)cc(OC)c1OC	-2.3	-0.5
Cc1ccc(N=C2NC(=O)CC(C(=O)Nc3cccc(C(F)(F)F)c3)S2)cc1 (centres undefined)	-1.1	11.0
OC(Cc1cccnc1)(c1ccccc1)c1ccc(Cl)cc1 (centres undefined)	12.1	·
O=C(Nc1nnc(-c2ccc(Cl)c(Cl)c2)s1)Nc1ccccc1F	-4.6	3.6
CC(=O)c1cc(C#N)c(SCc2ccccn2)nc1C	1.4	-2.7
O=C(c1ccco1)N1CCC(c2nc(-c3ccccc3)n[nH]2)CC1	6.3	10.8
CCOC(=O)N1CCN(C(=O)c2cc3cccnc3n(Cc3ccc(F)cc3)c2=O)CC1	9.1	6.4
Cc1c(Cl)cccc1N1CCN(C(=O)c2ccc(Cl)cc2)C(C)C1=O (centres undefined)	-2.6	4.3
COC(=O)c1ccc(Oc2c(C)oc3c(CN(C)Cc4ccccc4)c(O)ccc3c2=O)cc1	-10.0	-4.6
CCCCOCC1CN(CCCC)S(=O)(=O)c2c(cccc2Sc2ccc(SC)cc2)O1 (centres undefined)	1.2	7.2
Cc1ccc(CNC(=O)CC2CCN(C(=O)c3ccc(C)cc3)CC2)cc1	1.0	-1.0
COc1ccc(CNC(=O)C2C3CCC(O3)C2C(=O)O)cc1 (centres undefined)	-2.6	-2.0
O=C1C=C(Nc2ccccc2)CC(c2ccc(Cl)cc2)C1 (centres undefined)	-44.5	·
CCC(=O)Nc1cccnc1-c1ccc(C(=O)Nc2ccccc2OC)cc1	2.5	3.7
Cc1ccccc1OCCCCn1c(CN2CCOCC2)nc2ccccc21	-7.5	-5.3
CC1CN(S(=O)(=O)c2ccccc2F)CC1c1nc(-c2ccncc2)no1 (centres undefined)	-0.3	3.1
CC(C)Oc1cccc(C(=O)Nc2cc(-c3nc4ncccc4o3)ccc2Cl)c1	-6.4&1.0	0.0&-2.3
Cn1c(=O)c(C(=O)Nc2ccc([N+](=O)[O-])cc2O)c(O)c2ccccc21	-7.1	-0.2
Cc1cc2c(cc1Br)NC(=O)C21C(C#N)=C(N)Oc2n[nH]c(C)c21 (centres undefined)	-6.9	7.0
O=C(COc1ccccc1)N1CCN(c2cccc(Cl)c2)CC1	-3.1	8.8
CC(C)CN(Cc1c(O)ccc2c1OC(=Cc1ccco1)C2=O)CC(C)C	1.9	14.6
Cc1ccc2n1CCN(C(=O)Nc1cc(F)ccc1F)C2C(C)C (centres undefined)	-1.8	-1.3
CCN1C(=O)Cc2ccccc2C1C(=O)NCc1ccc(F)cc1 (centres undefined)	2.2	-6.8
Cc1cccc(C)c1N(CC(=O)O)S(C)(=O)=O	5.0	4.9
Cc1nc2c(NC(=O)NC3CCCCC3)cccn2n1	-3.9	-1.6
Cc1ccc(-c2cccc(-c3cc(=O)oc4ccc(C(C)(C)C)cc34)c2)cc1	5.6	-1.6
Cc1cc(-c2ccccc2)nc2cc(C(=O)Nc3ccc4c(c3)OCO4)nn12	-1.8	41.2
Cc1nc2sc(C)c(C)n2c(=O)c1NC(=O)c1cccs1	-4.2	-14.2
CCN1C(=O)Cc2cc(C(=O)N3CCN(c4cccc(C)c4)CC3)ccc21	-0.7	25.4
O=C1NC(=Nc2ccc(F)cc2)S/C1=C/c1ccccc1Cl	-6.1	3.0
O=C(c1ccc(F)c(F)c1)N1CCCCCC1	3.8	-2.6
CC(C)(C)NC1=C(n2nnc3ccccc32)C(=O)c2ccccc2C1=O	-4.9	9.0
O=C(O)CCC(=O)N1N=C(c2ccc[nH]2)CC1c1ccc2nccnc2c1 (centres undefined)	5.3	-3.6
O=C(Nc1cccc(Cl)c1)c1cnc2n(c1=O)CCS2	2.8	2.0
O=S(=O)(c1ccc(F)cc1)N1CCC(N2CCCCC2)CC1	-9.0	0.3
CC1(C)CC(=O)C2=C(C1)Nc1nc(-c3ccc(O)cc3)nn1C2c1ccccc1 (centres undefined)	-0.4	-8.5
COc1ccccc1CC(=O)N1CCC(c2nncn2C(C)C)CC1	-3.4	-5.2
O=S(=O)(NCC1(CO)CC1)c1ccc(C(F)(F)F)cc1	-3.8	-5.4
COc1ccc2cc3cc(C(=O)NCc4cccs4)oc3nc2c1	1.3	2.0
OC(CNCCc1ccccc1)Cn1c2ccc(Br)cc2c2cc(Br)ccc21 (centres undefined)	·	100.2*
COc1ccccc1NC(=O)Nc1nnc(-c2ccc(Br)cc2)s1	-1.6	-0.7
COc1ccc(CC(=O)N2CCN(C3=NC=CN4C3=NCC4C)CC2)cc1Cl (centres undefined)	-7.2	10.1
CC1(C)OC(=O)C(=CNC(Cc2ccccc2)C(=O)Nc2ccc([N+](=O)[O-])cc2)C(=O)O1 (centres undefined)	3.0	2.0
O=S(=O)(NCC(c1cccs1)N1CCc2ccccc2C1)c1cccs1 (centres undefined)	-8.8	12.5
O=[N+]([O-])c1ccccc1CN1CCC(N2CCN(CCO)CC2)CC1	2.1	-4.0
Brc1ccc2ncnc(N3CCCC3)c2c1	-2.5	-1.8
O=C(C=Cc1ccc(OC(F)(F)F)cc1)NCc1ccco1	-27.0	·
Cc1ccc(C(=O)N2CCN(c3nnc4ccccn34)CC2)cc1	-2.0	-1.5
O=C(C1CC1)N1CCc2cc(Br)cc(S(=O)(=O)N3CCCCC3)c21	-2.5	-2.0
Cc1ccc(C(=O)Nc2nc3c(s2)CN(S(=O)(=O)c2ccccc2)CC3)cc1	-2.4	24.2
COc1cc(OC)c2c(c1)OC(=O)CC2c1ccc(C)cc1 (centres undefined)	-3.8	-12.2
COc1cc(OC)c(OC)cc1/C=C1/N=C(c2cc(Cl)ccc2Cl)OC1=O	2.8	0.0
Oc1ccc2ccccc2c1/C=N/N1CCN(C2c3ccccc3-c3ccccc32)CC1	·	i

Individual results from the list.
O=S(=O)(NCC(c1cccs1)N1CCc2ccccc2C1)c1cccs1 (centres undefined) in mHTT CaM bind is entered as 12.5
COc1ccccc1NC(=O)Nc1nnc(-c2ccc(Br)cc2)s1 in mHTT CaM bind is entered as -0.7
O=C(Nc1cccc(Cl)c1)c1cnc2n(c1=O)CCS2 in mHTT CaM bind is entered as 2.0
OC(CNCCc1ccccc1)Cn1c2ccc(Br)cc2c2cc(Br)ccc21 (centres undefined) in mHTT CaM bind is entered as 100.2*
COc1ccc2cc3cc(C(=O)NCc4cccs4)oc3nc2c1 in mHTT CaM bind is entered as 2.0

Continued:
SMILES	Pf apPOL block	mHTT CaM bind
CCOC(=O)C1CCN(C(=O)c2cc(C(C)(C)C)nn2Cc2ccccc2)CC1	-10.6&-5.0	·
O=[N+]([O-])c1ccc2[nH]c3c(c2c1)CCCC3	·	32.4
CC(=O)Nc1ccc(N=Cc2nc(-c3ccccc3Br)oc2O)cc1	2.5	36.0
CCCOc1ccc(C(=O)Nc2ccc(Cl)c(NC(=O)c3ccco3)c2)cc1	-26.3	0.2
CCc1cc(C2CCCN2C(=O)c2cccs2)on1 (centres undefined)	-2.0	-4.3
Nc1nc(NCc2ccccc2Cl)ncc1[N+](=O)[O-]	-0.7	-4.6
CCn1c(=O)c(NCCC2CCN(C(C)C)CC2)nc2ccncc21	5.3	-1.8
CCCCCc1ccc(-c2cn(CCc3c[nH]c4ccccc34)nn2)cc1	-3.7	1.8
O=C1C(Br)=C(Br)C(=O)C(Br)=C1Br	6.9	81.0*
Cc1cccc(-c2csc3c(=O)n(Cc4ccncc4)cnc23)c1	-5.4	17.1
CCCn1cc(C2=CCN(S(=O)(=O)c3cccc4nsnc34)CC2)c2cccnc21	0.0	-3.9
NNC(=S)Nc1ccc(S(=O)(=O)N2CCCCC2)cc1	-8.6	·
COc1c(S(=O)(=O)n2nnc3ccccc32)ccc(Cl)c1Cl	-7.0&-108.8	87.0*!
O=C1C(Br)CC2CC1CC(Br)C2=O (centres undefined)	-1.1	-5.0
Cc1cccnc1NC(=O)COc1ccc(C(C)C)cc1	-0.9	-0.2
N#Cc1cc2c(nc1N)sc1c(O)cc(=O)[nH]c12	·	0.5
Cc1c(CCC#N)c(-n2ccnc2C)n2c(nc3ccccc32)c1C#N	-2.5	-2.0
CC(C)Cn1c(CCCO)nc2ccccc21	-44.3	-10.4
O=C(O)CCC(=O)Nc1cccc(NC(=O)CCC(=O)O)n1	-1.9	-9.6
COc1ccc(C=C2Oc3c(ccc4c3CN(CCN3CCOCC3)CO4)C2=O)cc1OC	-29.9	62.3*

The list goes on, overlapping the part above by four compounds.
SMILES	Pf apPOL block	mHTT CaM bind
Cc1c(CCC#N)c(-n2ccnc2C)n2c(nc3ccccc32)c1C#N	-2.5	-2.0
CC(C)Cn1c(CCCO)nc2ccccc21	-44.3	-10.4
O=C(O)CCC(=O)Nc1cccc(NC(=O)CCC(=O)O)n1	-1.9	-9.6
COc1ccc(C=C2Oc3c(ccc4c3CN(CCN3CCOCC3)CO4)C2=O)cc1OC	-29.9	62.3*
COC(=O)C(C)Oc1ccc2c(c1)OC(=Cc1ccccc1Br)C2=O (centres undefined)	0.9	3.5
O=C(NCCc1csc(-c2cccc(F)c2)n1)Nc1c(F)cccc1F	-5.7	-6.7
N=C1N=NC(c2ccccc2)=CS/C1=C\c1ccc(F)cc1	1.6	59.2*
CCNC(=O)c1[nH]c2ccc(C)cc2c1N1CCCC1=O	-2.3	8.9
Cn1ccc2c(N(Cc3ccccc3)Cc3ccccc3)cc3c(c21)C1CCC3C1 (centres undefined)	-1.9	12.2
Cc1ccc(C(=O)N2CC(C)C(c3nc(C)no3)C2)cn1 (centres undefined)	-2.6	-4.0
COc1ccc(NCc2ccc(Cl)cc2Cl)cc1OC	-4.4	45.0
CCN1CCN(CCNC(=O)C2=C(C)C(=O)OC23CCCCC3)CC1	-2.5	-8.4
Cc1ccc(/C=C2\N=C(c3cccc(F)c3)OC2=O)cc1	63.3*	6.0
OC(CN1CCN(C/C=C/c2ccccc2)CC1)Cn1c2ccccc2c2ccccc21 (centres undefined)	2.1	99.8*
O=C(c1ccc(-c2ccsc2)nc1)N1CCCCC1	-8.3	-0.8
O=C(c1cc(F)cc(F)c1)N1CCCC(c2ccnc(-c3ccccc3)n2)C1 (centres undefined)	0.0	-5.4
O=C(Nc1ccc(Br)cc1)C1CCN(c2cc(N3CCCC3)ncn2)CC1	-7.4	20.7
CC(=O)C1=C(C)NC(SCC(=O)c2ccc(Cl)cc2)=C(C#N)C1c1cccc([N+](=O)[O-])c1 (centres undefined)	-6.8	38.3
